Screening results (PubChem BioAssay)
PPC-1+TRAIL kill: PPC-1 cancer cell killing with TRAIL present. PPC-1 cells + TRAIL, ATPLite viability luminescence. 220,000 compounds, 0.41% hits. cell killing (% activity), % at 4 µM;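 active = cell killing above 50% in the first pass at 4 µM, then a duplicate retest at 5 µM averaging 50% or more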;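 also: plate controls were cells with TRAIL plus DMSO for no effect and medium-only wells lacking cells for full effect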
EP2 antag: EP2 receptor (human) inhibition; P43116; C6 glioma cells expressing human EP2, cAMP TR-FRET; cells stimulated with saturating PGE2; AID 1422; inhibition, % at 25 µM; 260,000 compounds, 0.52% hits;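 active = percent inhibition above 40 after rounding to a whole number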;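 also: rat C6 glioma host cells with rolipram phosphodiesterase inhibitor present; the protocol text gives 20 µM as final concentration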
Target sequence (P43116 whole entry, looked up): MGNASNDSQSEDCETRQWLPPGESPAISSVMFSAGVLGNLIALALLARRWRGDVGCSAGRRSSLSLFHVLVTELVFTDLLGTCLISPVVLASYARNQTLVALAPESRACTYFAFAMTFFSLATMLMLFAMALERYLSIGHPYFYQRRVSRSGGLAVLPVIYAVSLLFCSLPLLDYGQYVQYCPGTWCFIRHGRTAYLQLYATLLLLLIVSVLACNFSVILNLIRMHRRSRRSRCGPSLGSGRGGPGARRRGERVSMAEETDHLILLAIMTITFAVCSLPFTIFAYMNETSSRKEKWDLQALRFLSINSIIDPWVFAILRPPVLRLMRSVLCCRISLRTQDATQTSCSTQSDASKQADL
NPY1 pot ag: human NPY-Y1 potentiation or agonism, primary screen. P25929. NPY-Y1 expressing cells, potentiator/agonist activation. 220,000 compounds, 0.37% hits. activation, % at 3.6 µM. AID 1304; in the data active = activation above about 33%, passing the limit was not always enough;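 also: cells stimulated with NPY at EC10 then isoproterenol at EC100; 0% = low agonist plus stimulus and 100% = saturating agonist plus stimulus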
Target sequence (P25929 whole entry, looked up): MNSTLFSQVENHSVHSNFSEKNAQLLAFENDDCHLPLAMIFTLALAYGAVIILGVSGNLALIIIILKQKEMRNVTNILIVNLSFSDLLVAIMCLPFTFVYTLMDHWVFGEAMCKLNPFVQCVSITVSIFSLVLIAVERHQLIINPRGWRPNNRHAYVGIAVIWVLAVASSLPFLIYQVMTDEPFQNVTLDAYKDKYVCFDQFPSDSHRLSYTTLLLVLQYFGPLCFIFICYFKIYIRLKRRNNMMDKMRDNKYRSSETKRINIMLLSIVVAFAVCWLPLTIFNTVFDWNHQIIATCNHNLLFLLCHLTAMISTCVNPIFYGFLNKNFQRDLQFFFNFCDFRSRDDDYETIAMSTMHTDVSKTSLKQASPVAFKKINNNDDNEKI
TRPN1 ag: zebrafish TRPN1 (NompC) channel agonism; HEK293 zebrafish TRPN1-YFP, Fluo-8 calcium fluorescence; 100% = response to 87 µM carbachol; activation, % at 3 µM; 220,000 compounds, 0.18% hits; AID 1424;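 active = activation above its plate's cutoff, the mean activation of test wells on that plate plus 3 SD, cut at about 19% in these data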;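 also: 0% = DMSO alone and 100% = 87 µM carbachol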
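System: zebrafish TRPN1-YFP in HEK293 cells / Dosing: 3 µM single point / Timing: dye loading 1 h at 37 °C, then 30 min room temperature / Signal: Fluo-8 calcium fluorescence, excitation 470-495 nm, emission 515-575 nm / Read-out basis: percent activation from peak over basal fluorescence ratio, control-normalized / Control set: high carbachol 87 µM, low DMSO alone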
CHOP inhibitor: CHOP inhibition in unfolded protein response; CHO-K1 CHOP-promoter luciferase, tunicamycin-induced, 15-18 h; inhibition, % at 10 µM; 220,000 compounds, 3.8% hits; AID 2732;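 active = compounds that reduced the stress-induced luciferase reporter signal by more than about 70% of percent inhibition, limit read from the data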;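 also: 0% = tunicamycin plus vehicle and 100% = wells without tunicamycin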
14-3-3 Bad inh: disrupts binding of bovine 14-3-3 zeta to phospho-Bad peptide; TR-FRET 14-3-3zeta/Dy647-pBad peptide displacement, 1 h; inhibition, % at 21.7 µM; 220,000 compounds, 0.71% hits; AID 781;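 active = inhibition above about 70%, limit read from the data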;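 also: 0% = full 14-3-3 plus peptide FRET controls and 100% = background without 14-3-3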
Target sequence (P63103 whole entry, looked up): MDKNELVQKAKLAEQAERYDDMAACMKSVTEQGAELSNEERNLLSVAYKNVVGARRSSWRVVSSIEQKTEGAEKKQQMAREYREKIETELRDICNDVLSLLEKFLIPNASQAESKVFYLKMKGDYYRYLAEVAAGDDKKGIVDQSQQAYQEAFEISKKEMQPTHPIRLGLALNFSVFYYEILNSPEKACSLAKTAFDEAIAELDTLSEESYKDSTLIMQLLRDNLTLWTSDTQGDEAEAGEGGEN
NPY Y1 blocker: blocks the human neuropeptide Y Y1 receptor. P25929. HEK293-CNG Y1 cells, membrane potential fluorescence; NPY at EC95, then isoproterenol. inhibition, % at 3.6 µM. 200,000 compounds, 1% hits. AID 1040;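 active = inhibition above the campaign mean inhibition of all tested compounds plus 3 SD, cut at about 20% in these data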;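 also: 0% = DMSO wells given NPY plus isoproterenol and 100% = isoproterenol alone without NPY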
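Assay system: HEK293 cells with Y1 receptor plus CNG channel | Probe or stimulus: NPY (25 nM), isoproterenol (1 µM), Ro 20-1724 (25 µM) | Timing: Compound incubation 1 h at room temperature, readout 45 min post-stimulation | Measured by: Membrane-potential fluorescent dye readout | Benchmarks: High control isoproterenol alone, low control NPY with isoproterenol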
TRPML3 agonist: human mucolipin-3 channel agonism; HEK293 TRPML3-YFP, Fluo-8 calcium fluorescence; 100% = the carbachol control signal; activation, % at 3 µM; 220,000 compounds, 0.29% hits;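 active = activation above its plate's cutoff, the mean activation of the plate's test wells plus 3 SD, cut at about 12% in these data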;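 also: 0% = DMSO only wells and 100% = carbachol wells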
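Test system – HEK293 line with stable expression of human TRPML3-YFP channel · Control set – carbachol 87 µM final as high control (100%), DMSO as low control (0%) · Signal – Fluo-8 calcium dye fluorescence, ex 470-495, em 515-575 nm · Incubation – 1-h 37 °C dye load, 5-s basal, 120-s post-compound reads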
EP2 mod: modulates human prostaglandin E2 receptor EP2 signaling; P43116; EP2-expressing cells, cAMP HTRF FRET, PGE2 co-stimulation; induction, % at 25 µM; 260,000 compounds, 0.83% hits;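 active = compounds whose cAMP rise, as percent of the full-agonist control response, exceeds 60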;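 also: rat C6 glioma line stably carrying human EP2 under a CMV promoter; the protocol text gives 20 µM as final concentration; 100% = response of wells given 1 µM PGE2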
Numbers without * were called inactive; . = no result given; & = joins results of further samples; [ ] = remark or other dose.

Under each structure: PPC-1+TRAIL kill	EP2 antag	NPY1 pot ag	TRPN1 ag	CHOP inhibitor	14-3-3 Bad inh	NPY Y1 blocker	TRPML3 agonist	EP2 mod
> CCOc1ccc(C2C(C(=O)c3ccco3)=C(O)C(=O)N2CCN(C)C)cc1 (configuration not stated)
 : 14	.	-12	0.0	31	-4	0	0.5	16
> O=C1CCCN1CCCNC(=S)Nc1ccc(F)cc1
 : 2	0	6	2.7	-4	-11	0	-0.2	-5
> C#CCOC(=O)Nc1cnccc1C(F)(F)F
 : 8	11	-5	-1.3	10	-5	.	-0.5	4
> C(=N\c1nc2ccccc2[nH]1)/c1cccs1
 : 12	1	-9	1.9	36	1	5	1.1	6
> CCN(c1ccccc1)S(=O)(=O)c1cc(C(=O)OC(C)C(=O)Nc2ccc3c(c2)OCCO3)ccc1C (configuration not stated)
 : 7	8	-7	-1.5	28	9	2	-0.2	14
> CCCCCCN1C=C/C(=C\C=C(C#N)C#N)c2ccccc21
 : 0	5	-3	-1.4	69	-5	-5	0.5	-13
> O=c1c(CN2CCN(Cc3ccccc3)CC2)coc2ccc(Cl)cc12
 : 12	5	-1	0.1	6	72*	2	0.7	8
> CCCCc1ccc(NC=C2C(=O)OC3(CCCCC3)OC2=O)cc1
 : 4	6	4	1.3	32	-3	1	4.9	21
> S=c1[nH]nc(-c2ccc3ccccc3n2)n1-c1cc(Cl)cc(Cl)c1
 : 17	34	-1	-0.2	64	-7[fluorescence artefact?]	8	1.0	41
> Cc1ccc(-c2n[nH]c(=O)c3ccccc23)cc1S(=O)(=O)NC(C)(C)C
 : 18	6	-14	0.4	19	-1	10	3.9	-12
> O=C(Nc1ccc(F)cc1)C1C(c2ccccc2)C1(Cl)Cl (configuration not stated)
 : 8	5	23	-0.9	12	11	-5	0.1	-22
> COc1cccc(N=C(N)N)c1
 : 6	6	-15	1.7	-1	4	-2	-0.2	7
> CN1CCc2c(sc3c2C(=O)NC(c2ccco2)N3)C1 (configuration not stated)
 : 0	0	-11	1.1	32	10	3	0.7	-8
> CN(C)CCNC(=O)Cc1ncc(C(F)(F)F)cc1Cl
 : 17	3	-1	-0.4	11	2	-5	-0.7	-4
> Cc1ccc(OCC(=O)N2N=C(c3cccnc3)CC2(O)C(F)(F)F)cc1C (configuration not stated)
 : 23	21	-2	-1.0	36	-4	1	0.7	-6
> CCN(CC)c1ccc(/C=N/NC(=O)c2cccc(S(=O)(=O)N3CCOCC3)c2)cc1
 : -10	11	10	0.8	54	-11	-1	1.5	9
> Cc1cc(C(=O)NCc2ccc3c(c2)OCO3)n(-c2ccccc2)n1
 : -17	12	7	-0.5	5	3[fluorescence artefact?]	2	-0.1	14
> O=C(CNS(=O)(=O)c1ccccc1)OCc1cccc([N+](=O)[O-])c1
 : 7	3	4	8.3	-12	10[fluorescence artefact?]	-3	-0.1	4
> O=C(O)c1ccccc1C(=O)Nc1ccc(Oc2ccc3ccccc3c2)cc1
 : 3	8	-6	1.1	-4	0	3	0.7	-22
> COc1ccc(NS(=O)(=O)c2ccc(N3CCCC3)c(NC(=S)Nc3cccc(S(=O)(=O)N(C)C)c3)c2)cc1
 : 24	10	12	0.5	5	5	2	0.2	-17
> CCN(CC)S(=O)(=O)c1ccc2oc(SCc3ccc(F)cc3)nc2c1
 : 21	8	-13	-0.1	42	-7[fluorescence artefact?]	5	3.7	10
> O=C(CC(=O)Nc1cccc(Cl)c1)N/N=C\c1ccccc1
 : 18	10	-6	0.7	18	4	-1	0.3	-60
> Cc1oc(-c2ccccc2F)nc1CS(=O)(=O)CC(=O)NCc1ccco1
 : 2	.	-27	-0.2	18	-4	1	0.2	8
> CCOCc1cc(C)[nH]c(=O)c1C#N
 : 4	.	12	1.0	22	9	3	1.1	35
> COc1ccc(/C=C2\CCOC2=O)cc1
 : 2&13	11	14&-4	0.1&0.3	6&-7	0&5	1	-0.1&0.4	0&23
> Cc1cccc(CS(=O)(=O)Cc2ccc(C(=O)NCCCN3CCOCC3)o2)c1
 : 10	.	4	0.2	-14	3	0	0.7	15
> O=C(CCn1c(=O)oc2ccccc21)N1CCN(C(c2ccccc2)c2ccccc2)CC1
 : 1	.	9	-2.3	32	1	1	-1.0	31
> CC1=C(C(N)=O)C(c2cccs2)n2nc(-c3cccc(Cl)c3)nc2N1 (configuration not stated)
 : 3	7	-6	0.6	19	31[fluorescence artefact?]	2	0.6	-6
> Cc1cc2c3c(c1)C1(C(=O)N3C(C)(C)CC2C)C(C#N)=C(N)Oc2cc(O)ccc21 (configuration not stated)
 : 32	6	9	-1.3	48	5	-1	-1.1	13
> CCn1c(=O)c2c(nc3n2CCCN3c2cccc(C)c2)n(C)c1=O
 : 10	6	18	-1.4	3	-5	.	-0.2	-6
> O=C(NC(Cc1ccccc1)C(=O)O)OCc1ccccc1 (configuration not stated)
 : 38	9	-18	1.2	-6	-2	10	0.7	-11
> Cc1nn(-c2ccccc2)c(Cl)c1CN(C(=O)CCl)c1ccc(Cl)cc1
 : -3	9	36	-2.9	109*	18	-2	-1.0	2
> O=C(CSc1nnc(-c2cccs2)o1)NCc1ccco1
 : 7	4	-4	1.7	-4	4	1	0.2	6
> Cc1sc2ncnc(OCc3nnc(-c4cccs4)o3)c2c1C
 : 17	4	0	-0.3	15	60	8	-0.1	-28
> Cc1[nH]nc(N2CCCCCC2)c1[N+](=O)[O-]
 : -4	3	16	0.1	-18	-4	0	0.2	16
> O=C(NN1C(=O)c2ccccc2NC1c1ccccn1)c1ccc([N+](=O)[O-])cc1 (configuration not stated)
 : 6	10	-2	-0.2	-11	21	9	-0.8	6
> COc1ccccc1NS(=O)(=O)c1cccc(C(=O)NNC(=O)C(NC(N)=O)C(C)C)c1 (configuration not stated)
 : -8	6	14	0.0	12	0	.	0.5	15
> CCOC(=O)c1c(C)n(-c2ccc(C)cc2)c2c(CC(C)=O)c(Br)c(OC)c(O)c12
 : 6	14	0	1.0	5	6	0	1.0	-4
> O=S(=O)(Cc1ccc(Cl)cc1)c1ncc(CO)n1Cc1ccccc1
 : -19	7	12	2.0	14	-8	-4	1.1	-13
> CCn1c(Cn2nnc(-c3ccccc3)n2)nnc1SCC(=O)Nc1ccc(N(C)C)cc1
 : 10	8	13	-2.5	1	-6	-6	0.2	16
> Cn1c(=O)[nH]c(=O)c2c1nc(CN(Cc1ccccc1)Cc1ccccc1)n2CCN1CCOCC1
 : 12	9	0	0.8	7	-7	2	0.1	8
> COc1ccc(C(=O)ON=C2c3ccccc3-c3ccccc32)cc1OC
 : 9	4	33	0.4	29	2	8	0.7	7
> NC(=O)c1ccc(NC(=O)COC(=O)c2c3c(nc4ccccc24)/C(=C\c2cccs2)CCC3)cc1
 : 11	8	13	1.9	44	-19	5	0.7	4
> Cc1ccc(/C=C/C(=O)N2CCCC(C(N)=O)C2)o1 (configuration not stated)
 : 14	9	-22	-0.4	0	-4	.	-0.1	22
> COc1cccc(OC)c1C(=O)OCC(=O)Nc1cccnc1Cl
 : 5	1	10	2.3	-11	-20	0	0.0	-1
> COc1ccc(Oc2cn[nH]c2-c2ccc(O)cc2O)cc1
 : 12	15	-34	0.7	20	-4	61*	1.5	-26
> C#CCN1C(=O)C(O)(CC(=O)/C=C/c2ccco2)c2ccccc21 (configuration not stated)
 : 16	11	-3	1.4	6	1	3	-0.3	-12
> O=C(O)CS/C(=C\c1ccc(F)cc1)c1nc2ccccc2s1
 : 24	3	-2	-0.3	5	2	7	0.2	-18
> OC1CCN(CC(O)C(F)(F)F)CC1 (configuration not stated)
 : -12	7	-4	-0.5	4	-4	-3	0.1	5
> COc1cc(C(=S)N2CCCC2)cc(OC)c1OS(=O)(=O)c1ccc(NC(C)=O)cc1
 : 13	4	-9	1.2	1	-7[fluorescence artefact?]	-3	0.7	-1
> CCOC(=O)N/N=C\c1sccc1C
 : 3	5	-6	0.9	-3	-6[fluorescence artefact?]	6	0.8	-4
> CCn1c(CC(=O)Nc2ccc(C)cc2)n[nH]c1=S
 : 6	10&5	-6	-0.2	4	-10	-2	0.6	-20&23
> Cc1ccc(C(=O)Nc2ccccc2C(=O)NC(Cc2c[nH]c3ccccc23)C(=O)O)cc1 (configuration not stated)
 : 6	3	-16	-0.1	-33	8	6	0.4	-12
> CCOc1ccc(/C=C2\SC(=O)N(c3ccc(O)cc3)C2=O)cc1OC
 : -4	10	27	1.4	105*	20	.	-0.9	-7
> O=C(c1cc([N+](=O)[O-])cc([N+](=O)[O-])c1)N1CCOCC1
 : 8	9	-4	-0.2	-7	13	-1	0.9	-6
> CCOc1ccc(C2CC(c3cccc(OC)c3)Nc3ncnn32)cc1 (configuration not stated)
 : 3	10	.	.	55	2[fluorescence artefact?]	.	.	13
> COC(=O)CNC(=O)C1CCN(c2nc(C)cc(C)n2)CC1
 : 13	6	1	-0.6	59	13[fluorescence artefact?]	6	0.7	9
> COc1ccc(NC(=S)NCC(c2cccnc2)N2CCOCC2)cc1 (configuration not stated)
 : 7	3	-10	-0.5	3	-28	3	1.1	4
> COc1ccc(CCNC(=O)C2CCN(Cc3nc(-c4cccc(Cl)c4)oc3C)CC2)cc1OC
 : 18	.	10	4.0	47	-1	4	2.0	-13
> Cn1c(Cc2ccc3c(c2)OCO3)nnc1SCC(=O)NC(C)(C)C
 : -4	1	-6	-0.5	1	-15	1	1.2	15

New compounds follow
Under each structure: PPC-1+TRAIL kill	EP2 antag	NPY1 pot ag	TRPN1 ag	CHOP inhibitor	14-3-3 Bad inh	NPY Y1 blocker	TRPML3 agonist	EP2 mod
> COc1cc([N+](=O)[O-])c2nccnc2c1
 : 15	5	9	1.7	-3	-14	2	0.8	6
> O=C(CC(=O)N1CCN(c2ccccn2)CC1)Nc1ccc2nc3n(c(=O)c2c1)CCCCC3
 : 11	13	-12	1.8	32	-17	-2	0.5	-5
> CN1C(=O)C(CC(=O)Nc2ccc(Cl)cc2)N(Cc2ccco2)C1=S (configuration not stated)
 : -2	5	9	2.4	5	-6	-4	1.2	-30
> CCOc1ccc(NC2=NCCC(=O)N2Cc2cccs2)cc1
 : 17	4	-7	-0.7	-21	30[fluorescence artefact?]	1	-0.7	2
> CCOc1ccc(Cc2nc(N)nc(N)n2)cc1
 : -6	9	11	1.6	13	4	0	0.9	25
> COc1cc(OC)c(OC)cc1/C=N/NC(=O)c1ccc2nc[nH]c2c1
 : -11	10	26	0.8	10	6	.	1.0	-3
> O=C(O)C1C2C=CC3(O2)C1C(=O)N1c2ccccc2C2OCCC2C13 (configuration not stated)
 : 34	5	-9	0.4	16	65	16	0.1	12
> c1ccc(Nc2nc(NCc3ccco3)c3ccccc3n2)cc1
 : 13	62*	15	3.6	47	4	.	3.6	-46

These rows are one share of the data. The share of hits here may be higher or lower than overall.
